ALDH1A1 block = qHTS Assay for Inhibitors of Aldehyde Dehydrogenase 1 (ALDH1A1). Purified ALDH1A1, NADH fluorescence, propionaldehyde substrate. Potency, µM (top dose mostly 75.3 µM), inactives show at the top dose activity, negative = inhibition, hits mostly inhibitors. Aldehyde dehydrogenase 1A1 (Homo sapiens), P00352. 220,000 tested, 7.3% active; active = well fitted inhibition curve with a large enough effect, not every such curve was filed as active; inconclusive = small, poorly fitted or top-dose-only effect, or another doubt; inactive = no such curve, though single readings can be large or run the other way;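 note: plate controls were no enzyme wells and a reference inhibitor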
Target sequence (P00352 whole entry, looked up): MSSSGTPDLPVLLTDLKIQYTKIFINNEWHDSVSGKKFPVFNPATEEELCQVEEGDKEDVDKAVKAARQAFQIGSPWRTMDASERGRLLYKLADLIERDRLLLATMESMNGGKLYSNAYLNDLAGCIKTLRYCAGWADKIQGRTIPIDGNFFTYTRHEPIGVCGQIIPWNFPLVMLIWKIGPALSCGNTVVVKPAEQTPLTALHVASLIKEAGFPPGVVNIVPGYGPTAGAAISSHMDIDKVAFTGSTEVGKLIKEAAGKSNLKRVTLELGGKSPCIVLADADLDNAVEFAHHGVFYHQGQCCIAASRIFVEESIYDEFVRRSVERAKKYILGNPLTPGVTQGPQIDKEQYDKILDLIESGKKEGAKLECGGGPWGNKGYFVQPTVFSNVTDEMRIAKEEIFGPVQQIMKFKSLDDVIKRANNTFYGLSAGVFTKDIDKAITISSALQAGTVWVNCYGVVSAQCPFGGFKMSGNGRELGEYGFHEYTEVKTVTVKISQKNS
TR SRC2 fluor cs = Total Fluorescence Counterscreen for Inhibitors of the Interaction of Thyroid Hormone Receptor and Steroid Receptor Coregulator 2; TRb/SRC2 Texas Red total fluorescence interference; Potency, µM (top dose mostly 106 µM), for inactives: at the highest dose fluorescence change, negative = quenching; AID 1479, 2009; 280,000 tested, 0.29% active; active = well fitted curve in either direction with a large enough effect; inconclusive = small, poorly fitted or top-dose-only effect; note: % is set by controls: 0 for no effect and ±100 for the full control effect
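Human TRβ ligand-binding domain (0.6 uM) and Texas Red SRC2 peptide (20 nM) in Tris buffer with 1 uM T3 and 5% DMSO were incubated with pinned compound for 5 hr at ambient temperature. Total fluorescence was computed as S + 2P (555/632 nm).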
SMN2 splice up = qHTS Assay for Enhancers of SMN2 Splice Variant Expression; Potency, µM (doses to about 46.1 µM), without a hit: at the top dose activity change, positive = activation, usual class: activators; AID 1458, 2008; 210,000 tested, 2.8% active; HEK293 SMN2-luciferase splicing reporter, luminescence, 30-36 h; note: % of control where 0% means no effect; nearly all actives have a fitted effect of over 55% in size
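qHTS luciferase splicing reporter: luminescence rises when SMN2 exon 7 is included in transfected HEK293 cells. Compound exposure lasted 30-36 h at 37C, with 4.5 mM final sodium butyrate as control, followed by a ONE-Glo read.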
Lamin A splicing = qHTS Assay for Modulators of Lamin A Splicing. HeLa LMNA splicing GFP/RFP minigene ratio, 48 h. Potency, µM (series often up to 46.1 µM), for the others: at the highest dose ratio change, negative = inhibition, actives largely listed as inhibitors. 200,000 tested, 0.01% active; active = well fitted inhibition curve with a large enough effect in the signal ratio, with a control signal flat, not every such curve was filed as active; inconclusive = small, poorly fitted or top-dose-only effect, or effect the other way, or a change in a side signal; the % refers to the signal ratio; note: % is set by controls: 0 for no effect and ±100 for the full control effect
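S3 HeLa cells stably expressing lamin A-EGFP splicing minigene plus DsRed2, 600 cells/well, 48 h compound exposure at 37C. Laser-scanning cytometry; analysed as GFP (500-530 nm)/RFP (575-640 nm) total intensity ratio; 0.5% DMSO vehicle.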
TRb-SRC2 inh = qHTS for Inhibitors of the Interaction of Thyroid Hormone Receptor and Steroid Receptor Coregulator 2; 280,000 tested, 0.065% active; Thyroid hormone receptor beta (Homo sapiens), P10828; TRbeta-SRC2 peptide binding, fluorescence polarization; receptor liganded with 1 µM T3; Potency, µM (highest dose often 106 µM), without a hit: at the highest dose activity change, negative = inhibition, most hits filed as inhibitors;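 note: plate controls were bound peptide for no effect and peptide without receptor for full effect; nearly all actives have a fitted effect of over 50% in size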
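Compounds were added to 0.6 uM TRb ligand-binding domain and 20 nM Texas Red-labeled SRC2 peptide in Tris buffer containing 1 uM T3, incubated 5 hr at ambient temperature, then read by fluorescence polarization.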
RECQ1 helicase = qHTS Assay for Inhibitors of RecQ-Like Dna Helicase 1 (RECQ1); 240,000 tested, 0.54% active; AID 2549, 2010; ATP-dependent DNA helicase Q1 (Homo sapiens), P46063; RECQ1 DNA unwinding, red fluorescence kinetic read; Potency, µM (titrated, usually from 57.3 µM), inactives show at the top dose activity, negative = inhibition, actives largely listed as inhibitors;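 note: plate controls were vehicle for no effect and no enzyme for full effect; nearly all actives have a fitted effect of over 30% in size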
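50 nM RECQ1T1 preincubated 15 min with compound in Tris pH 8.0 buffer with MgCl2, DTT, Tween-20 and 2.5 ug/ml poly(dI-dC); started with 200 nM TAMRA/BHQ-2 forked duplex and 2 mM ATP. Unwinding read as fluorescence (525/598 nm), two reads 2 h apart.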
JMJD2E inh = qHTS Assay for Inhibitors of Human Jumonji Domain Containing 2E (JMJD2E). Lysine-specific demethylase 4E (Homo sapiens), B2RXH2. JMJD2E catalytic domain, FDH-coupled NADH fluorescence (FDH is formaldehyde dehydrogenase). Potency, µM (top dose mostly 57.1 µM), for the others: at the top dose activity change, negative = inhibition, actives largely listed as inhibitors. 230,000 tested, 1.6% active; active = well fitted inhibition curve with a large enough effect, not every such curve was filed as active; inconclusive = small, poorly fitted or top-dose-only effect, or another doubt; inactive = no such curve, though single readings can be large or run the other way;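 note: 0% = wells with enzyme and -100% = buffer wells without enzyme; nearly all actives have a fitted effect of over 50% in size; many of its hits are not listed in these tables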
RGS12 GoLoco inh = qHTS Assay for Inhibitors of RGS12 GoLoco Motif Activity (Red Fluorophore) | Guanine nucleotide-binding protein G(i) subunit alpha-1 (Homo sapiens), P63096 | Gai1:RGS12 GoLoco peptide FP, rhodamine, 10 min | Potency, µM (series often up to 61.6 µM), for the others: top-dose activity, negative = inhibition, hits mostly inhibitors | 230,000 tested, 0.44% active; active = well fitted inhibition curve with a large enough effect, not every such curve was filed as active; inactive = no such curve, though single readings can be large or run the other way; note: % is set by controls: 0 for no effect and ±100 for the full control effect; nearly all actives have a fitted effect of over 30% in size; many of its hits are not listed in these tables
Target sequence (P63096 whole entry, looked up): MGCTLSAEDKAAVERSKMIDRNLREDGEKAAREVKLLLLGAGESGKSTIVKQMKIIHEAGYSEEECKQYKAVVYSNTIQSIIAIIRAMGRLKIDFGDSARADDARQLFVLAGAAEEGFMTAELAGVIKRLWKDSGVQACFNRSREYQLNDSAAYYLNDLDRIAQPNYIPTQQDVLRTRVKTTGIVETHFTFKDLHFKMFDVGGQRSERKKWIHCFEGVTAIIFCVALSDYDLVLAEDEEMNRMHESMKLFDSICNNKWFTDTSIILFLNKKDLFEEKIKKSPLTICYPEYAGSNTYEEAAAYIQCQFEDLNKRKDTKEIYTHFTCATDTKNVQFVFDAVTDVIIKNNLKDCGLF
An asterisk follows results filed as active; i = inactive; u = inconclusive; x = not tested or not shown; & = joins results of further samples; [ ] = another dose, or the depositor's remark. Unless noted, calls come from the whole dose curve; as a rule, active = well fitted curve in the direction sought with a large enough effect; inconclusive = small, poorly fitted or top-dose-only effect, or another doubt; inactive = no such curve, though single readings can be large; an effect the other way counts as inactive or inconclusive. Potency is the fitted concentration of half-maximal effect.

Every second line gives: ALDH1A1 block	TR SRC2 fluor cs	SMN2 splice up	Lamin A splicing	TRb-SRC2 inh	RECQ1 helicase	JMJD2E inh	RGS12 GoLoco inh
> CCCCC[C@@H](/C=C/C=C\CCCCCCCC(=O)O)OO
→ -8.3%&-10.7%	-2.5%&-0.4%	-5.3%&-3.6%	x	-1.4%&-5.0%	9.6%&-4.7%	-3.2%	1.9%&-2.5%
> CCOP(=S)(OCC)SCn1c(=O)oc2cc(Cl)ccc21
→ 2.5%	0.8%[201 µM]	-2.7%	u	0.0%[201 µM]	i	-11.6%	-7.5%
> COc1ccc(-c2cc(-c3ccccc3)[n+](C)c(-c3ccccc3)c2)cc1
→ u	0.9%	-77.0%[inhibitor]	u	-10.2%	22.9%	u	4.5%
> Cc1nn(Cc2ccccc2)c(Cl)c1C(=O)NC1CCCc2ccccc21 (stereo unspecified)
→ 0.8%	-1.6%	-40.1%[inhibitor]	-14.5%	-18.7%	2.2%	1.9%	20.3%
> COc1ccccc1N(CC(=O)NC1CCCC1)C(=O)c1cnn(C(C)C)c1
→ 5.3%	1.6%	u	-7.8%	-20.3%	-6.5%	-1.1%	-4.2%
> CCC(C)n1c(C)cc(C(N)=O)c1C (stereo unspecified)
→ 5.7%	-9.3%	14.2%	-9.5%[46 µM]	-1.0%	-0.7%	-7.9%	4.8%
> O=c1c2ccccc2nc(-c2ccco2)n1-c1ccc(Br)cc1
→ x	-2.4%	x	x	0.2%	-1.2%	5.7%	-7.3%
> CCn1c(=O)cc(OCC(=O)N2CCN(Cc3ccc4c(c3)OCO4)CC2)c2ccccc21
→ 3.3%	-0.1%	u	-2.0%	-5.9%	i	-0.6%	-8.2%
> O=C1/C(=C/c2ccc3c(c2)OCO3)N2CCC1CC2
→ u	0.9%	18.0%	-17.1%	-0.7%	-6.8%	-1.5%	8.6%
> O=C(CN1CC(c2ccccc2)CC1=O)Nc1ccc(F)cc1 (stereo unspecified)
→ -3.2%	-4.0%	-2.2%	-1.7%	1.4%	2.3%	-0.7%	-1.9%
> CCOC(=O)CC(SP(=S)(OC)OC)C(=O)OCC (stereo unspecified)
→ u	-0.7%[201 µM]	11.5%	x	-0.1%[201 µM]	1.5%	x	-47.7%
> CCc1ccc(/C=C(/C#N)C(N)=S)cc1
→ 31.6µM*	-1.8%	16.1%	u	-3.6%	13.6%	u	-1.5%
> c1cncc(C2CCCCN2)c1 (stereo unspecified)
→ -9.0%&-12.7%&0.5%	-0.1%&1.2%&-3.0%	u	4.7%	-1.9%&-4.2%&-9.8%	-16.8%&-2.5%	7.3%&9.8%	-2.4%&-0.5%&-4.9%
> CSc1nnc([C@@H](N)Cc2ccccc2)o1
→ 7.4%	-1.6%	10.8%	2.2%	-8.3%	i	-1.0%	4.2%
> O=C(CCCOc1ccc(Cl)cc1Cl)N1CCC2(CC1)OCCO2
→ u	-1.1%	21.7%	1.2%	-1.7%	-9.7%	12.3%	9.3%
> Cc1nn(Cc2ccccc2Cl)c(C)c1C(=O)NC1CCCc2ccccc21 (stereo unspecified)
→ -10.2%	-0.3%	-13.6%	u	-2.8%	-0.4%	4.3%	6.6%
> CCOP(=O)(OCC)C1(O)C(=O)Nc2ccccc21 (stereo unspecified)
→ 8.8%	-1.0%	-5.3%	-17.0%	1.1%	-4.5%	0.1%	4.1%
> O=Cc1cn(Cc2ccccc2F)c2ccccc12
→ 0.447µM*	-4.0%	-66.5%[inhibitor]	x	-6.4%	-0.4%	-17.4%	-53.7%
> CCC(=Nc1ccc(OC)cc1OC)c1c(O)n(C2CCCCC2)c(=O)[nH]c1=O
→ u	2.8%	-17.3%	u	2.1%	-0.1%	u	35.0%[activator]
> O=CC(Br)P(=O)(N1CCOCC1)N1CCOCC1 (stereo unspecified)
→ x	-1.2%	x	x	1.5%	-8.1%	-10.5%	-7.6%
> CCC(=NC(C)c1ccccc1)c1c(O)[nH]c(=O)[nH]c1=O (stereo unspecified)
→ x	4.8%	x	x	-0.6%	-0.1%	8.9%	6.4%
> N=C1/C(=C/c2ccc(OC(=O)c3ccco3)cc2)C(=O)N=C2SC=CN12
→ u	-0.9%	11.5%	-19.3%[46 µM]	-2.3%	i	14.1µM*	23.0%
> Cc1ccc(S(=O)(=O)N(c2cc(Cl)c(O)c(Cl)c2)P(=O)(OC(C)C)OC(C)C)cc1
→ -1.3%	-6.2%	9.9%	-22.7%[46 µM]	-2.9%	-0.8%	-6.9%	4.4%
> CN1C(=O)C(Cc2ccc3c(c2)OCO3)C(=O)N(C)C1=O
→ 23.8µM*	0.7%	39.2%	2.7%	3.6%	-10.7%	0.6%	-53.5%
> c1cncc(C2CCCCN2Cc2ccc3c(c2)OCO3)c1 (stereo unspecified)
→ 14.9%	-2.6%	11.3%	-0.8%	-0.8%	-6.2%	-2.4%	-4.1%
> CCCCNCC(O)c1ccc(O)cc1 (stereo unspecified)
→ x	0.0%	x	u	-8.5%	x	x	0.7%
> COc1ccc(CN2C(=O)CC(=O)NC2=S)cc1
→ 21.4%	-0.1%	-1.7%	x	2.3%	19.1%	3.5%	229.7%[activator]
> CCOC(=O)C1CCN(/C=C2\C(=O)NC(=S)N(CC)C2=O)CC1
→ -6.1%	1.3%	-32.8%	x	2.9%	i	0.2%	237.0%[activator]
> Cn1cnc(CCN)c1
→ 10.3%	-4.8%	10.6%	-12.0%	5.3%	i	-12.7%	3.0%
> CCN(CC)CCCN=C(C)c1c(O)n(-c2ccccc2)c(=O)[nH]c1=O
→ -4.4%	1.7%	x	-3.7%	-6.7%	-1.4%	2.4%	x
> N#Cc1ccc(N2CCNCC2)c(F)c1
→ -0.5%	0.4%	-16.8%	-2.3%	0.6%	-12.2%	7.4%	2.5%
> c1ccc(N2CCCC3(CCNCC3)C2)nc1
→ u	x	7.8%	x	x	-2.3%	x	6.5%
> C[C@]12CC[C@@H]3c4ccc(O)cc4CC[C@H]3[C@@H]1C[C@@H](O)[C@@H]2O[C@@H]1O[C@H](C(=O)O)[C@@H](O)[C@H](O)[C@H]1O
→ -3.7%	-0.9%	-5.8%	-9.4%	-0.3%	-11.5%	22.4µM*	-9.2%
> O=c1[nH]c(=O)n(Cc2ccco2)c(O)c1C=NC1CC1
→ 14.1µM*	-0.8%	-21.5%	0.2%	-3.1%	-11.7%	-2.4%	0.7%
> CC(C)CN1CCN(Cc2c(F)cccc2Cl)CC1CCO (stereo unspecified)
→ -5.2%	0.3%	x	x	2.2%	i	3.7%	12.4%
> Clc1ccc2c(c1)CCc1cccnc1C2=C1CCNCC1
→ 4.1%&-6.1%&4.2%	-1.0%&-1.7%&-2.4%&0.8%	-22.3%&-7.4%	u	3.1%&9.1%&-1.1%&4.2%	-5.4%&-1.1%&-6.4%	-16.8%&8.6%	-1.5%&-8.9%&11.1%&-4.8%
> CC1=C2C(=CO[C@H](C)[C@H]2C)C(=O)C(C(=O)O)=C1O
→ -1.9%	-3.2%	-2.4%	x	3.9%	-18.8%	-7.4%	3.9%
> CC(C)c1c(CN(C)[C@@H](C)Cc2ccccc2)n(C)n(-c2ccccc2)c1=O
→ -0.2%[20.9 µM]	-0.5%[53 µM]	-16.2%[20.6 µM]	u	-1.0%[53 µM]	-0.1%[25.9 µM]	4.3%[25.5 µM]	-3.2%[21.6 µM]
> Clc1ccc([C@@H]2C[C@H]3CC[C@@H]2N3)cn1
→ u	-1.2%	x	x	7.5%	-0.7%	11.9%	3.2%
> O=c1cccc2n1CC1CC2CN(C(c2cccc(F)c2)c2sc3ncnn3c2O)C1 (stereo unspecified)
→ 5.2%	-0.1%	-5.6%	-5.8%	-5.7%	-15.0%	-9.0%	7.1%
> O=S(=O)(O)c1cc(O)ccc1O
→ -3.9%[20.9 µM]	-0.9%[53 µM]	-4.5%[20.6 µM]	u	-2.8%[53 µM]	-8.2%[25.9 µM]	0.4%[25.5 µM]	-7.9%[21.6 µM]
> CC(C(=O)N1CCC2(CC1)OCCO2)C1Sc2ccccc2NC1=O (stereo unspecified)
→ 0.0%	0.5%	6.5%	-0.8%	-5.2%	-2.8%	-0.8%	5.6%
> CCS(=O)(=O)N1Cc2ccccc2CC1C(=O)NCC12CC3CC(CC(C3)C1)C2 (stereo unspecified)
→ u	-1.2%	u	-19.5%	-1.5%	-2.4%	2.4%	-14.7%
> C1CCC2S[C@H]3CCCCC3NC2C1 (stereo partly specified)
→ x	0.6%	x	x	2.4%	-9.9%	14.9%	-1.7%
> CN(C)C=C1C(=O)N(C2CCCCC2)C(=O)N(C2CCCCC2)C1=O
→ -13.0%	0.2%	-23.6%	u	-13.3%	-3.8%	10.6%	21.5%
> CCc1c(C)c2ccc(OCC(N)=O)cc2oc1=O
→ u	-4.5%	11.5%	-12.1%	-3.7%	-13.9%	u	-7.9%
> CN1c2ccc([N+](=O)[O-])cc2CC2(C(=O)NC(=O)N(c3ccccc3)C2=O)C1c1ccccc1 (stereo unspecified)
→ u	-0.9%	-18.6%	-11.5%	-7.2%	-8.6%	13.6%	3.3%
> O=c1c2cc(Br)ccc2[nH]c(=S)n1-c1ccccc1
→ u	-1.4%	8.7%	-15.0%[46 µM]	6.5%	i	-15.6%	5.4%
> O=C1NC(=O)C(=Cc2cc(Cl)ccc2OCc2ccc(C(=O)O)cc2)C(=O)N1
→ 2.9%	2.8%	-9.1%	x	-0.9%	-13.7%	u	-11.8%

Source: PubChem (National Center for Advancing Translational Sciences (NCATS))

These rows are one share of the data; count on the stated rates, not on these rows.
